Cycloheximide cs – counter-screen for Shiga toxin inhibitors: cycloheximide protein synthesis inhibition; cell reporter, cycloheximide protein synthesis inhibition counterscreen; 12% of 300,000 active; max response, %; AID 2314; in the data active means max response mostly above about 13%, no sharp cut-off; inactive means mostly below about 14%; further: read at 38.3 µM for the half of the compounds with a filed dose; 0% is about no effect
Tb PYK inh – inhibitors of Trypanosoma brucei pyruvate kinase | Q57TT1 | TbPYK enzyme, Kinase-Glo Plus ATP luminescence, 45 min | Potency, µM (series often up to 76.8 µM), without a hit: at the top dose activity, negative = inhibition, actives largely listed as inhibitors | 0.12% of 410,000 active | AID 624173; further: potency means the concentration at half of the fitted maximal effect; on the % scale 0 is the no-effect control and ±100 the full control effect; nearly all actives have a fitted effect of over 50% in size
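Assay buffer: 50 mM TEA pH 7.2, 100 mM KCl, 10 mM MgCl2, 0.05% BSA, 0.01% Tween-20. Pyruvate kinase from T. brucei plus substrate met compound, then ADP (130 uM final). Luminescence was read post 45 min RT.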
Shiga inhibitor – inhibitors of Shiga toxin in Vero cells | 9.2% of 290,000 active | inhibition, % at 38.7 µM | Vero cells, Shiga toxin protein synthesis inhibition reporter; in the data active means inhibition mostly above about 28%, no sharp cut-off; inactive means mostly below about 43%; further: 0% is about no effect
LmPK inhibitor – inhibitors of Leishmania mexicana pyruvate kinase. purified LmPK, Kinase-Glo ATP luminescence, 1 h. Q27686. 0.37% of 290,000 active. Potency, µM (highest dose often 57.5 µM), for inactives: at the highest dose activity change, negative = inhibition, actives largely listed as inhibitors; further: potency means the concentration at half of the fitted maximal effect; on the % scale 0 is the no-effect control and ±100 the full control effect
Target sequence (Q27686 whole entry, looked up): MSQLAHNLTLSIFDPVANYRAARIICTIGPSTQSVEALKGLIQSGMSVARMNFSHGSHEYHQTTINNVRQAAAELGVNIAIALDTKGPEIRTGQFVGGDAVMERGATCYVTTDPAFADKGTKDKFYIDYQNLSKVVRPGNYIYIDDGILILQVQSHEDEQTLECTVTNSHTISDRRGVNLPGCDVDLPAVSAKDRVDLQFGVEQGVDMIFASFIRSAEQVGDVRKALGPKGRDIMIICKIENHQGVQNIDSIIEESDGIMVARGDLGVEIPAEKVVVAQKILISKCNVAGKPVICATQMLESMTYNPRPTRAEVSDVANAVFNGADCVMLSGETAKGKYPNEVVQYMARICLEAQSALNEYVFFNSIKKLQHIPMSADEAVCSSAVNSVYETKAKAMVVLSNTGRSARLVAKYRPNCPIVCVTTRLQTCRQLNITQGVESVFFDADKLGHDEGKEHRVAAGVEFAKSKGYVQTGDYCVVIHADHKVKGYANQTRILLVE
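In 50 mM imidazole pH 7.2 with 7 mM MgCl2, LmPK (0.1 nM) turned over PEP (0.5 mM) and ADP (0.1 mM) for 1 h at room temperature. Luciferase read-out of ATP.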
Pf growth 48h – inhibits P. falciparum growth in the first generation, 48 h; P. falciparum luciferase growth in erythrocytes, 48 h; Potency, µM (titrated, usually from 28.7 µM), for inactives: at the highest dose activity change, negative = inhibition, usual class: inhibitors; 5.9% of 310,000 active; AID 504832; further: potency means the concentration at half of the fitted maximal effect; on the % scale 0 is the no-effect control and ±100 the full control effect
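Compounds are pin-transferred into medium, infected erythrocytes (2% hematocrit, 0.1% parasitemia final) are added, and plates sit one parasite generation at 37 C in 5% CO2. Detection reagent is then added and luminescence measured.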
AmpC no deterg – AmpC beta-lactamase inhibition without detergent; P00811; AmpC nitrocefin hydrolysis, absorbance 480 nm, 0.0001% Triton; Potency, µM (series often up to 57.1 µM), for inactives: top-dose activity change, negative = inhibition, usual class: inhibitors; 0.52% of 330,000 active; AID 485341;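 further: potency means the concentration at half of the fitted maximal effect; plate controls were no compound for no effect and no enzyme for full effect; nearly all actives have a fitted effect of over 20% in size; some results filed as inactive show a strong effect at the top dose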
Target sequence (P00811 whole entry, looked up): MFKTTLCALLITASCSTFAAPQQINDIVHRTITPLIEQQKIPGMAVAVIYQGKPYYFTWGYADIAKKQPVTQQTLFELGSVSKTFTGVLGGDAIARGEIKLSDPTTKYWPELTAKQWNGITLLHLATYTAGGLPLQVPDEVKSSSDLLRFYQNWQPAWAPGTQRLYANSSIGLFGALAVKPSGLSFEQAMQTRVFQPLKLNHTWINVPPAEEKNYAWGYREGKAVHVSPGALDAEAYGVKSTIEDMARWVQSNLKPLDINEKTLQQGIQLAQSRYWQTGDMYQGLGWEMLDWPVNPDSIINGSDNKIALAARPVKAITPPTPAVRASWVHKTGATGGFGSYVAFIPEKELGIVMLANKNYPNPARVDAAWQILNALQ
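AmpC (5.3 nM in the dispensed reagent) in 20 mM phosphate pH 7.0 with 0.01% (detergent screen) or 0.0001% Triton X-100 was preincubated with compounds for 15 min at room temperature. Nitrocefin was then added from an 800 uM solution, and hydrolysis was followed at 480 nm.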
Pf growth 96h – P. falciparum growth inhibition at 96 hour, primary screen for plastid delayed-death inhibitors | P. falciparum luciferase reporter growth, 96 h | Potency, µM (doses to about 28.7 µM), inactives show top-dose activity change, negative = inhibition, usual class: inhibitors | 6.9% of 320,000 active | AID 504834; further: potency means the concentration at half of the fitted maximal effect; on the % scale 0 is the no-effect control and ±100 the full control effect
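Parasite growth measured via integrated firefly luciferase reporter in P. falciparum. Infected erythrocytes at 2% hematocrit, 0.05% parasitemia final were treated 96 hours at 37 C under 5% CO2, and luminescence was read.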
* = called active by the depositor; ? = inconclusive; . = not tested or not shown; [ ] = dose if it differs, or a comment. Unless noted, the call rests on the fitted dose curve; in most records, active means well fitted curve in the direction sought with a large enough effect; inconclusive means small, poorly fitted or top-dose-only effect, or another doubt; inactive means no such curve, though single readings can be large; an effect the other way counts as inactive or inconclusive.

SMILES	Cycloheximide cs	Tb PYK inh	Shiga inhibitor	LmPK inhibitor	Pf growth 48h	AmpC no deterg	Pf growth 96h
O=C(Nc1ccc(O)cc1)c1ccc2c(c1)C(=O)N(N1C(=O)c3ccccc3C1=O)C2=O	-2	-4%	-30	-9%	13%	-11%	?
CCc1cccc(NC(=O)CCS(=O)(=O)c2cccc3nonc23)c1	-5	0%	-11	-2%	-6%	-27%	21%
NS(=O)(=O)c1ccc(NC(=S)NC2CCCCCC2)cc1	-2	?	11	3%	-3%	?	-5%
c1nc(NCCN2CCOCC2)c2sc3nc(N4CCOCC4)c4c(c3c2n1)CCC4	-4	0%	-4	-1%	7.4µM*	154%[activator]	.
OCCn1c(SCCOc2ccccc2)nc2ccccc21	2	0%	14	-7%	.	-12%	12%
CCOC(=O)c1c(C)[nH]c(C)c1C(=O)COC(=O)/C=C/c1ccc(OC(F)F)cc1	5	-5%	-1	-1%	?	-12%	?
CCN(CC)C(=O)c1ccc(NC(=S)NC(=O)CCc2ccccc2)cc1	-2	-4%	-8	1%	-15%	-3%	0%
O=C(CN(Cc1ccccc1F)S(=O)(=O)c1ccc(Cl)cc1)NCCCO	-6	-11%	-23	-6%	.	23%	-6%
c1ccc(Cn2ncc3c(NCc4ccco4)ncnc32)cc1	-2	4%	2	1%	?	-8%	0%
O=C(O)CCCCCNC(=O)c1ccncc1	-8	4%	-11	2%	5%	-14%	.
O=C(C1CCCN(Cc2ccncc2)C1)N1CCc2ccccc2C1 (stereo not drawn)	-4	15%	-17	1%	23%	-3%	-26%
COc1ccc(Cl)cc1NC(=S)NC(=O)c1ccco1	.	1%	.	.	-6%	-13%	9%
Cc1cccc(OCCOc2ccc(/C=N/NC(=O)Cc3nnc(N)s3)cc2)c1	-3	.	-1	3%	4%	-7%	35%[activator]
NC(CC(=O)O)c1cccc(OCc2ccccc2)c1 (stereo not drawn)	-1	-1%	-4	-7%	-17%	-26%	.
CCOC(=O)c1cnc(-c2ccccc2)nc1N(C)C	48*	-2%	120*	-4%	165%[activator]	3%	.
O=C1CCN(Cc2ccccc2)CCN1CCOc1ccccc1	42*	-8%	76*	-13%	75%[activator]	38%	85%[activator]
CC[C@@]12CCCN3CCc4c(n(c5ccccc45)C(=O)C1)[C@H]32	.	0%[33.2 µM]	.	.	?	.	6.4µM*
Cc1ccc(C(=O)C(C)OC(=O)c2ccccc2[N+](=O)[O-])cc1 (stereo not drawn)	50*	5%	71*	-1%	272%[activator]	?	0%
COc1ccc(/C=C/C(=O)c2ccc(C)c([N+](=O)[O-])c2)cc1O	46*	-21%	79*	0%	19%	-19%	0%
Cc1ccc(C(=O)CSc2nc(-c3ccccc3)ccc2C#N)cc1	-2	-9%	18	1%	32%[activator]	-31%	30%
O=c1[nH]c(/C=C/c2ccccc2OC(F)F)nc2c1cnn2-c1ccccc1	-2	-2%	1	2%	29%	-14%	66%[activator]
CCOc1ccc(OCCC(=O)OCC(=O)NC2CCCCC2)cc1	7	5%	-8	0%	21%	31%	-27%
Cc1cc(C)c(Cn2ncn(-c3ccc(Br)cc3)c2=O)c(C)c1	3	-5%	-10	1%	-12%	-21%	-10%
CN(C)c1ccc(C(=O)OCC(=O)N2CCCCCC2)cc1	36*	6%	106*	-7%	93%[activator]	-7%	120%[activator]
O=C(Nc1cccc(-c2ccc(N3CCOCC3)nn2)c1)c1ccc([N+](=O)[O-])cc1	.	-4%	.	.	?	32µM*	9.3µM*

Whole records as entered above:
Record of O=C1CCN(Cc2ccccc2)CCN1CCOc1ccccc1 = Cycloheximide cs: 42*; Tb PYK inh: -8%; Shiga inhibitor: 76*; LmPK inhibitor: -13%; Pf growth 48h: 75%[activator]; AmpC no deterg: 38%; Pf growth 96h: 85%[activator]
Record of CCOC(=O)c1cnc(-c2ccccc2)nc1N(C)C = Cycloheximide cs: 48*; Tb PYK inh: -2%; Shiga inhibitor: 120*; LmPK inhibitor: -4%; Pf growth 48h: 165%[activator]; AmpC no deterg: 3%; Pf growth 96h: .

Further compounds.
SMILES	Cycloheximide cs	Tb PYK inh	Shiga inhibitor	LmPK inhibitor	Pf growth 48h	AmpC no deterg	Pf growth 96h
O=C(COC(=O)c1ccco1)NCc1ccc2c(c1)OCO2	10	14%	33	1%	4%	-2%	1%
CCN1CCN(CC(=O)N/N=C/c2cc(Br)cs2)CC1	3	20%	17	0%	9%	-11%	-23%
COc1ccc(CCNC(=O)CSc2nc3c(c(=O)n(C)c(=O)n3C)n2C)cc1OC	-2	-4%	4	0%	1%	-14%	?
CC(NS(=O)(=O)c1ccc(OCC(=O)N2CCCC2)cc1)c1ccccc1 (stereo not drawn)	-2	0%	-9	-3%	-9%	0%	?
CCc1ccc2[nH]c(=O)c(CN(CCCO)C(=O)NCc3ccccc3)cc2c1	1	-13%	2	6%	-15%	87%[activator]	.
CC1(OC(=O)CCc2ccccc2)C(=O)C=C2C=C(c3ccc(C#N)cc3)N(C(CO)CO)C=C2C1=O (stereo not drawn)	-6	-9%	-16	-2%[11.5 µM]	?	15%	?
CC1CCC2(CC1)NC(=O)N(CC(=O)NCCc1ccc(F)cc1)C2=O (stereo not drawn)	.	6%	.	.	-13%	-40%	-14%
CSc1ccc(CNC(=O)C2Cc3cc(S(=O)(=O)N4CCCC4)ccc3N2C(C)=O)cc1 (stereo not drawn)	2	1%	-7	-11%	-10%	46%	-2%
O=C(c1ccccc1)c1cc2ccccc2oc1=O	37	-10%	60*	7%	89%[activator]	-8%	62%[activator]
Cc1cc(NC(=O)CCC(=O)N(c2ccccc2)C(C(=O)NCC2CCCO2)c2cccnc2)no1 (stereo not drawn)	-3	-2%	-7	1%	-1%	3%	10µM*
O=C(O)C1C(C(=O)Nc2ccc(Cl)cc2)C2C=CC1C21CC1 (stereo not drawn)	10	18%	7	3%	8%	-18%	186%[activator]
Cc1cc(C)cc(NC(=O)N2CCC(NC(=O)c3ccccc3C)CC2)c1	1	0%	2	-1%	4%	-10%	-1%
N#Cc1ccccc1Cn1c(=O)oc2ccccc21	7	0%	1	-4%	17%	-12%	9%
Cc1c(C(=O)NCc2ccccc2)oc2ccc(S(=O)(=O)N3CCC4(CC3)OCCO4)cc12	4	-2%	-9	4%	?	114%[activator]	51%[activator]
COC(=O)C1=C(c2c(C)noc2C)C[C@@H]2CC[C@H]1N2C(=O)N1CCc2cc(OC)c(OC)cc2C1	.	6%	.	.	15µM*	156%[activator]	?
O=C(Nc1ccccc1)OCc1cncs1	22	2%	32*	-12%	25%	-14%	21%
Cc1occc1C(=O)N1CCCc2ccccc21	-1	-1%	-5	2%	-15%	-13%	10µM*
Cc1ccc(S(=O)(=O)NC(CC(C)C)C(=O)Nc2ccncc2)cc1 (stereo not drawn)	.	-11%	.	.	5.2µM*	-31%	5.9µM*
COc1ccc(OC)c2c1sc(=NC(=O)CN1C(=O)CCC1=O)n2C	-4	.	-13	8%	.	-12%	-53%
N#CC1CC(c2ccccc2)=NN1c1ccccc1[N+](=O)[O-] (stereo not drawn)	48*	-1%	113*	2%	87%[activator]	-31%	0%
COc1cc(C(O)c2nc3ccccc3n2C)cc(OC)c1OC (stereo not drawn)	1	6%	-11	-1%	-8%	-9%	177%[activator]
Nc1nc(SCCC(F)=C(F)F)n[nH]1	-5	4%	21	1%	1%	-2%	4%
O=C(NCC(c1cccnc1)N1CCN(c2ccc(F)cc2)CC1)c1ccco1 (stereo not drawn)	-2	1%	-8	1%	0%	-1%	-5%
Cc1cccc(NC(=O)Cn2c([N+](=O)[O-])cnc2C)c1C	-1	.	10	0%	6%	-15%	-2%
O=S(=O)(c1ccc(NC(=S)N2CCN(c3ccc(O)cc3)CC2)cc1)N1CCOCC1	-5	-21%	28	-1%[11.5 µM]	?	-15%	-9%
SMILES	Cycloheximide cs	Tb PYK inh	Shiga inhibitor	LmPK inhibitor	Pf growth 48h	AmpC no deterg	Pf growth 96h
COc1ccc(CN/C(C)=C(/C#N)C(N)=O)cc1OC	9	-3%	16	-10%	14%	-23%	15%
Cc1ccc2nc(NCCC(=O)O)nc(-c3ccccc3)c2c1	0	-17%	37	-3%[11.5 µM]	8%	-6%	?
OCC1(Cc2ccccc2)CCN(Cc2cccc(F)c2F)CC1	2	1%	-11	4%	?	2%	?
Cc1c(Cl)cnc(NC(=O)COC(=O)CCC(=O)c2cccs2)c1Cl	-1	3%	-7	3%	19%	-27%	29%
Cc1ccc(N2CCN(/N=C/C=C/c3ccccc3)CC2)cc1	-3	-3%	-3	3%	4%	-8%	0%
CCCC(NC(=O)Cc1c(C)c2cc3c(C)c(C)oc3c(C)c2oc1=O)C(=O)N[C@@H](Cc1ccccc1)C(=O)O (stereo partly drawn)	-3	-4%	-5	-7%	27%	-10%	82%[activator]
COc1cc(NS(=O)(=O)c2ccc(NC(=O)c3ccc(Cl)cc3Cl)cc2)ncn1	-2	2%	-10	9%	25%	-21%	?
O=C(CCSCCC(=O)NCc1ccc(F)cc1)NCc1ccc(F)cc1	-2	9%	-3	-3%	6%	-31%	0%
C=CCSC(=S)Nc1c(C)n(C)n(-c2ccccc2)c1=O	-2	0%	-2	0%	-1%	-17%	24%
Cc1ccc(NC(=O)COC(=O)CN2C(=O)NC3(CCCC3)C2=O)cc1S(=O)(=O)N(C)C	-2	-2%	-11	-7%	-12%	-4%	6%
O=C(O)[C@@H]1CCCN1S(=O)(=O)c1cccc(S(=O)(=O)N2CCC[C@H]2C(=O)O)c1	-1	2%	13	-3%	15%	-12%	-3%
COc1cc(C(=O)N2C(=O)c3cccc(N)c3C2=O)cc(OC)c1OC	2	-3%	6	2%	2%	-15%	15%
CN1N=C(c2ccc(Cl)cc2)CC(c2ccc(Cl)cc2)C1=O (stereo not drawn)	23	5%	24	2%	41%[activator]	15%	-5%
CC(C)=CCCC(C)CN1CCC(n2nccc2NC(=O)c2ccccc2)CC1 (stereo not drawn)	-5	-3%	-5	-1%	?	53%	15µM*
COc1ccccc1C(=O)NCCC(=O)NCC(c1ccccc1)N(C)C (stereo not drawn)	6	-6%	13	-5%	1%	-2%	-20%
CC(C)[C@@H](C(=O)N1CCCC1)N1C(=O)N2CCc3c([nH]c4ccccc34)[C@@]2(C)C1=O	1	3%	-4	6%	?	128%[activator]	10µM*
CCOC(=O)c1c(C)[nH]c(C=C2C(=O)CCCC2=O)c1O	-4	-23%	-14	1%	2%	-8%	?
CCOc1cc2[nH]c(=S)n(CCCN3CCOCC3)c(=O)c2cc1OCC	-4	-16%	-13	-2%	?	-6%	?
CC1(C)Cc2c(c(=S)nc(-c3ccccc3)n2CCO)CO1	2	1%	-87	4%	35%	-9%	.
FC(F)(F)c1ccccc1CNCc1ccc2c(c1)OCO2	1	4%	-3	-9%	1%	-32%	353%[activator]
COc1ccc2cc(-c3ccn[nH]3)ccc2c1	32*	7%	80*	2%	9%[0.00184 µM]	-11%	369%[activator]
O=S(=O)(NCc1ccco1)c1ccc(S(=O)(=O)N2CCCC2)cc1	-3	-1%	-11	-9%	34%[activator]	-19%	?

Rows are unselected; about 22% have a hit in one of these screens.
